MCF10A rerep – induces DNA re-replication in MCF 10a normal breast cells | Potency, µM (doses to about 46.1 µM), without a hit: at the highest dose activity, positive = re-replication, actives largely listed as activators | 2.9% of 350,000 active | MCF 10A DNA re-replication, Hoechst nuclear intensity, 48 h; further: % of control where 0% means no effect; nearly all actives have a fitted effect of over 50% in size
Nrf2 activator – Nrf2 pathway activation | AID 624171 | Potency, µM (titrated, usually from 46.1 µM), for inactives: top-dose activation, actives largely listed as activators | 0.31% of 410,000 active | AREc32 ARE-luciferase reporter (MCF7-derived line), luminescence, 24 h; further: % of control where 0% means no effect; nearly all actives have a fitted effect of over 65% in size
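AREc32_Fluc, 1000 cells/well, OPTI-MEM + 5% FBS, o/n 37 deg C 5% CO2; 23 nL cpd by pin tool, 24 hr; Steady-Glo 30 min RT, luminescence.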
ATXN viability – reduces viability in counter-screen for ATXN expression inhibitors | S2 cells (HEK-293 line with an ATXN2-luciferase reporter) viability, CellTiter-Fluor protease fluorescence, 24 h | Potency, µM (highest dose often 56.7 µM), usual class: cytotoxic | 0.49% of 400,000 active | AID 651635; further: nearly all actives have a fitted effect of over 40% in size
A549 viability – kills or reduces viability of A549 cells in Nrf2 counter-screen; AID 504648; Potency, µM (top dose mostly 46 µM), for the others: at the top dose activity change, negative = cytotoxicity, most hits filed as inhibitors; A549 ARE-Fluc cells, CellTiter-Fluor viability, 18-24 h; 0.16% of 390,000 active; further: on the % scale 0 is the no-effect control and ±100 the full control effect
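A549 ARE_Fluc cells in 5% FBS OPTI-MEM were exposed to compounds in concentration-response for 18-24 h at 37 deg C. Viability was read by CellTiter-Fluor fluorescence (Ex 405/Em 525) after 30 min, before the luciferase read.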
HepG2 tox – HepG2 cytotoxicity, counter-screen for TGF-b inhibitors. HepG2 CAGA-GFP viability, ATP luminescence, 18 h. Potency, µM (highest dose often 46.1 µM), inactives show top-dose activity change, negative = cytotoxicity, usual class: cytotoxic. 0.76% of 410,000 active. AID 588856; further: some results filed as inactive show a strong effect at the top dose
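HepG2 CAGA-GFP cells (1000/well, DMEM with 1% FBS) received compound, then TGF-beta at 500 pg/mL final, and were incubated 18 hours at 37 degrees C. Viability was read by CellTiter-Glo luminescence. Media-only wells were set as complete cell-killing and DMSO as no toxicity.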
Nrf2 block – blocks Nrf2 signaling. Potency, µM (highest dose often 46 µM), inactives show top-dose activity change, negative = inhibition, most hits filed as inhibitors. A549 ARE-Fluc reporter, luciferase luminescence, 18-24 h. AID 504444. 2.1% of 360,000 active; further: on the % scale 0 is the no-effect control and ±100 the full control effect; nearly all actives have a fitted effect of over 60% in size
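Cells were seeded and rested 2 h, then exposed to compounds for 18-24 h. CellTiter-Fluor was read first as a viability measure. BugLite was added 15 min before the final luminescent read of ARE-luciferase activity in A549 cells.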
TGFb SMAD3 inh – inhibitors of TGF-b signaling | HepG2 CAGA-GFP TGF-b/SMAD3 reporter, GFP fluorescence, 18 h; TGF-beta stimulated, 500 pg/mL final | Potency, µM (series often up to 46.1 µM), without a hit: at the highest dose activity, negative = inhibition, actives largely listed as inhibitors | 1.2% of 410,000 active | AID 588855; further: on the % scale 0 is the no-effect control and ±100 the full control effect; nearly all actives have a fitted effect of over 65% in size
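Read-out: total well GFP (ex488/em500-530) summed from mean per-cell fluorescence. Cells: HEPG2 CAGA-GFP, 1% FBS DMEM, 18 h at 37 degrees C with 500 pg/mL final TGF-beta. Unstimulated wells served as the full-inhibition control; stimulated DMSO wells = 0%.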
ATXN2 expr inh – inhibitors of ATXN2 expression; HEK-293 ATXN2-luciferase reporter, luminescence, 24 h; Potency, µM (titrated, usually from 57 µM), inactives show at the highest dose activity change, negative = inhibition, hits mostly inhibitors; 0.72% of 360,000 active; further: on the % scale 0 is the no-effect control and ±100 the full control effect; nearly all actives have a fitted effect of over 55% in size
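ATXN2-luciferase reporter cells (luciferase flanked by upstream and downstream ATXN2 gene portions) were treated 24 h at 37 °C with compounds at up to 57 uM. SteadyGlo luminescence gave expression; GF-AFC fluorescence gave viability.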
EPAC2 antagonist – antagonists of human EPAC2; Q8WZA2; Potency, µM (top dose mostly 114 µM), inactives show at the highest dose activity, negative = inhibition, actives largely listed as inhibitors; EPAC2 GEF exchange of Rap1B-BODIPY-GDP, fluorescence; 0.18% of 360,000 active; further: on the % scale 0 is the no-effect control and ±100 the full control effect; nearly all actives have a fitted effect of over 45% in size; many of its hits are not listed in these tables
Target sequence (Q8WZA2 whole entry, looked up): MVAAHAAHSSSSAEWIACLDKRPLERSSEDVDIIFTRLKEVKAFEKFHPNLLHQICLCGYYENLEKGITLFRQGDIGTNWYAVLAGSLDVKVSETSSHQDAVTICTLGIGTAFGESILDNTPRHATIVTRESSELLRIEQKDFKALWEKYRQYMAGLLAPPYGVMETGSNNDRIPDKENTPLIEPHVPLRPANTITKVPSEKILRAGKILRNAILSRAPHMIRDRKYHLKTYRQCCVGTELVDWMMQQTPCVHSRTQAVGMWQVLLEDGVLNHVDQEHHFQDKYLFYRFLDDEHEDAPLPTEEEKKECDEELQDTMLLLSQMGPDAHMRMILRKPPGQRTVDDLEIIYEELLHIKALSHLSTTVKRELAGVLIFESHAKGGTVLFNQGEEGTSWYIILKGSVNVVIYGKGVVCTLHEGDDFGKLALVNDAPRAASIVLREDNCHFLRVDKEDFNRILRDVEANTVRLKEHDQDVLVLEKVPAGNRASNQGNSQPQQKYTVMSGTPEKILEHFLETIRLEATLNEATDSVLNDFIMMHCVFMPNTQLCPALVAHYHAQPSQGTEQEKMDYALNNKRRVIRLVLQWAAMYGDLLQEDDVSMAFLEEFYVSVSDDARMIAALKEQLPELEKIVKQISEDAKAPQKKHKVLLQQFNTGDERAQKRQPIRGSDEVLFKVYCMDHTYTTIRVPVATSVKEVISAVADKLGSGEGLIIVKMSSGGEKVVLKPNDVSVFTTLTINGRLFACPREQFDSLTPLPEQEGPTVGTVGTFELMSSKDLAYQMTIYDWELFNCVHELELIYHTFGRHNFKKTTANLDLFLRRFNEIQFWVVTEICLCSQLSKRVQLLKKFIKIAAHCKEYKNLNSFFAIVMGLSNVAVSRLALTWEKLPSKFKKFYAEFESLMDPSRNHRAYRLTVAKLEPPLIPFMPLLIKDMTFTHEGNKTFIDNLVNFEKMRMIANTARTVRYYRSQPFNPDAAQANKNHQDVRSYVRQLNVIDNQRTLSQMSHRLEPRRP
Numbers without * were called inactive; i = inactive; ? = inconclusive; nt = not tested or not shown; & = joins results of further samples; [ ] = dose if it differs, or a comment. The call rests on the fitted dose curve; in most records, active means well fitted curve in the direction sought with a large enough effect; inconclusive means small, poorly fitted or top-dose-only effect, or another doubt; inactive means no such curve, though single readings can be large; an effect the other way counts as inactive or inconclusive. Potency means the concentration at half of the fitted maximal effect.

| Molecule | MCF10A rerep | Nrf2 activator | ATXN viability | A549 viability | HepG2 tox | Nrf2 block | TGFb SMAD3 inh | ATXN2 expr inh | EPAC2 antagonist |
| --- | --- | --- | --- | --- | --- | --- | --- | --- | --- |
| COc1ccccc1NC(=S)N1CCC(c2nc3cc(C)c(C)cc3[nH]2)CC1 | -4% | 0.8% | i | -4% | -23% | 5% | -22% | 5% | 3% |
| COc1ccc(CNC(=O)c2cc3c(=O)n4ccccc4nc3n(CC3CCCO3)c2=N)cc1 (configuration not stated) | 9.2µM* | -0.5% | i | 4% | 8% | 10% | -18% | -20% | 13% |
| CCCCN1CCNC[C@@H]1c1ccccc1 | -6% | 0.5% | i | 3% | -10% | 7% | -5% | -7% | 5% |
| COc1ccc(CCN(C(=O)c2ccco2)C(C(=O)NC2CCCC2)c2ccncc2)cc1OC (configuration not stated) | 3% | 0.2% | i | 1% | 1% | 0% | 1% | 1% | 8% |
| Cc1cc(C(=O)c2ccccc2)c(NC(=O)CN2CCOCC2)s1 | -8% | 0.1% | i | -3% | -1% | 6% | -1% | nt | 2% |
| CC(C)Cn1cnc2c(SCCc3ccccc3)nc(N)nc21 | ? | 7.1% | i | -6% | 1% | 5% | 4% | 6% | 0% |
| COc1ccc(NC(=O)COc2cccc(-n3cnnn3)c2)cc1 | 2% | 1.9% | i | 1% | -9% | -14% | 0% | -14% | -2% |
| Cc1ccc(Nc2c(-c3ccc(N4CCOCC4)cc3)nc3c(C)cccn23)cc1 | nt | -0.4% | i | -11% | -15% | -4%[9.27 µM] | -3% | -10% | nt |
| COc1cc(NC(=S)NCc2ccco2)c(OC)cc1Cl | -1% | 1.4% | i | 3% | 3% | 23% | 10% | 10% | 12% |
| COC(=O)C1CCN(C(c2cc(OC)c(OC)c(OC)c2)c2sc3nc(C)nn3c2O)CC1 (configuration not stated) | 15% | 0.3% | nt | 0% | 1% | 3% | 15% | -4% | 0% |
| CCN(CC)C(=O)c1cccc(-c2csc(C(C)(O)c3ccc(OC)cc3)n2)c1 (configuration not stated) | nt | 0.3% | nt | nt | -31% | nt | -3% | ? | -9% |
| O=C1c2ccc(Cl)cc2S(=O)(=O)c2cccc(C(=O)N3CCN(c4ncc(Br)cn4)CC3)c21 | 7% | 0.2% | ? | -4% | -5% | 2% | 0% | ? | -5% |
| O=C(Nc1nc(-c2cc(F)ccc2F)cs1)c1ccccn1 | -14% | 22% | i | 0% | -6% | ? | -29% | -21% | 8% |
| CCc1cccc(NC(=O)C2CCN(S(=O)(=O)c3ccc4[nH]c(=O)ccc4c3)CC2)c1 | -1% | -0.4% | i | 0% | -5% | -8% | 10% | -28% | 11% |
| Cc1cc(NC(=O)COC(=O)c2ccc(S(=O)(=O)N3CCCC3)cc2)no1 | 16% | 0.0% | i | -7% | -14% | -10% | 10% | -1% | -2% |
| Cc1ccc(-c2ccc(CCC(=O)O)n2CC(=O)O)cc1 | -8% | -0.3% | i | -4% | 10% | -8% | 1% | 1% | -8% |
| CC1CCN(Cc2c(C(=O)N/N=C/c3cc(Cl)ccc3O)nnn2-c2nonc2N)CC1 | -18% | -0.1% | i | -6% | -9% | -25% | ? | 2.2µM* | -7% |
| CCCS(=O)(=O)N1CCCC(C(=O)NCCCN2CCN(c3ccccc3F)CC2)C1 (configuration not stated) | -3% | 0.4% | i | -4% | 1% | -9% | 13% | -9% | 6% |
| CN(C)c1ccc(/C=N/NC(=O)CCCCCNC(=O)c2ccccc2)cc1 | 0% | 0.5% | i | -3% | -3% | ? | -2% | 27% | -7% |
| Cc1oc2cc(O)ccc2c(=O)c1-c1nncn1-c1ccccc1 | -11% | -0.2% | ? | 2% | -2% | -14% | 38%[activator] | 0% | 5% |
| Cc1ccc(-n2c(SCC(=O)Nc3c(C)cccc3C)nc(O)c(C)c2=O)cc1 | nt | 0.4% | nt | -3% | 2% | 2% | -24% | nt | nt |
| CC(=O)c1ccc(NC(=O)CC2Oc3ccc(C)cc3NC2=O)cc1 (configuration not stated) | nt | -0.9% | nt | 1% | 4% | -12% | 0% | nt | nt |
| CC(Sc1nncn1C)C(=O)Nc1ccccc1-c1ccccc1 (configuration not stated) | -9% | -0.8% | i | 7% | -5% | -29% | -11% | 6% | -13% |
| C=C1CC(C)OC(c2ccccc2OCC(O)CN2CCCCC2)C1 (configuration not stated) | 1% | 0.1% | ? | -5% | -35% | 10% | 0% | 0% | 5% |
| CC(C)NC(=O)C1CCN(C2CCN(CC3CC=CCC3)CC2)CC1 (configuration not stated) | 0% | 3.4% | i | -9% | 1% | 0% | 11% | -7% | 9% |
| Brc1ccc(-c2csc(N3CCCCCC3)n2)cc1 | -6% | -2.3%[9.22 µM] | i | 17% | -16% | 1% | -6% | 13% | 9% |
| CCOc1cc(-c2sc(Nc3ccc(CC)cc3)n[n+]2-c2ccccc2)ccc1OC | 30% | -0.4% | i | -3% | -1% | 4% | -9% | -3% | 7% |
| CCOC(=O)c1c(NC(=O)C(Sc2ccccc2)c2ccccc2)sc(C(N)=O)c1C (configuration not stated) | 16% | 2.2% | i | -14% | -40% | ? | -17% | -8% | 2% |
| Brc1ccc(-c2ccc(CNCc3ccccn3)o2)cc1 | -1% | 12% | ? | 12% | -41% | 1% | -27% | nt | -2% |
| NC(=O)CSc1nnc(CSc2ncccn2)n1-c1ccccc1 | 3% | 0.1% | i | -4% | 12% | 27% | 6% | -2% | 9% |
| COc1cccc(NC(=O)Cc2nnc(SCC(=O)NC3CCCCC3)n2C)c1 | 5% | 0.0% | i | 2% | -8% | 1% | -5% | -5% | 7% |
| O=[N+]([O-])c1ccc(/C=N/NC(=S)Nc2ccccc2F)o1 | -10% | 11% | i | 1% | 27% | 6% | 5% | -14% | -10% |
| CCOCCCNC(=O)CN1N=C(c2ccc(C)cc2)CCC1=O | 5% | -0.2% | i | 3% | 3% | -25% | -21% | -8% | -11% |
| CC1CCC(NC(=O)CN(C)S(=O)(=O)c2cnc[nH]2)CC1 (configuration not stated) | 0% | 0.6% | ? | 1% | -1% | -3% | 13% | 8%[11.3 µM] | -6% |
| N/C(=N\OCc1ccc([N+](=O)[O-])cc1)c1ccccn1 | -4% | 0.4% | i | 1% | -45% | ? | 5% | ? | 0% |
| COc1ccc(C(=O)Nc2nc3ccc(OC)cc3s2)cc1 | ? | 2.0% | ? | 0% | -23% | 24% | -4% | ? | -3% |
| CCc1cc2c(cc3c(=O)n(CC(=O)NC(C)c4ccccc4)ncn32)s1 (configuration not stated) | nt | -0.5% | nt | -3% | -6% | -10% | -18% | nt | nt |
| O=C(Nc1ccc(F)c(Cl)c1)C1CC2CCC1C2 (configuration not stated) | ? | 2.4% | i | 3% | -48% | 8% | ? | -18% | -10% |
| CC1CCC2C(=O)N(c3cc(Cl)ccc3OC(=O)c3ccco3)C(=O)C2C1 (configuration not stated) | -3% | 23% | i | -1% | -14% | 6% | -24% | 0% | 1% |
| Cc1c(NC(=O)c2ccc3c(c2)OCO3)cccc1-c1nc2ncccc2o1 | 17% | -1.1% | i | -9% | 45% | -13% | 26% | -5% | 6% |
| CCOC(=O)c1ccc(NC(=O)c2cc(S(=O)(=O)N3CCOCC3)ccc2O)cc1 | ? | 2.2% | i | -4% | -29% | nt | ? | -3% | 5% |
| COc1cc(-c2noc(C)c2-c2ccc3[nH]ccc3c2)cc(OC)c1OC | ? | 6.1% | ? | 2% | -7%&1% | ? | -12% | -16% | -2% |
| Cc1cccc(NC(=O)C2COc3ccccc3O2)n1 (configuration not stated) | ? | 10.0% | i | 0% | -13% | 16% | -11% | 4% | -5% |
| Cc1cc(=O)oc2cc(OC(C)C(=O)Nc3ccc(N4CCCCC4)cc3)ccc12 (configuration not stated) | -3% | -0.5% | i | 4% | -5% | -4% | -15% | 0% | 9% |
| COc1ccc(-n2ncc3c(N4CCC(C)CC4)ncnc32)cc1 | 8% | -2.4% | i | -5% | -17% | ? | 8% | -7% | -3% |
| COc1ccc(-n2c(SCC(=O)Nc3ccccc3)nnc2-c2ccoc2C)cc1 | 12% | 2.3% | i | 0% | -78% | -25% | -20% | -8% | -4% |
| O=C(N/C(=C\c1ccc(F)cc1)C(=O)N1CCOCC1)c1ccccc1 | ? | 0.7% | i | -9% | -3% | 8% | -2% | -27% | 0% |
| O=C(COc1ccc2c3c(c(=O)oc2c1)CCC3)N1CCN(c2ccccc2)CC1 | 0% | 0.3% | ? | 4% | -18% | -29% | -24% | 6% | -16% |
| CCOC(=O)c1cc(C(C)=O)n2ccccc12 | 26% | 4.3% | i | -12% | 1% | -27% | 32%[activator] | 3% | 3% |
| Cn1c(=O)[nH]c(=O)c2c1[nH]c(=S)n2Cc1ccc(Cl)cc1 | -7% | -0.3% | i | 5% | -4% | -2% | 16% | nt | 5% |
| COc1ccc(NS(=O)(=O)c2cccc(C(=O)NNC(=O)c3cc(C)oc3C)c2)cc1 | -6% | -0.5% | i | 0% | 1% | 2% | -13% | 14% | 6% |
| CC(C)(C)S(=O)N1Cc2cc(=O)n(Cc3ccccc3)cc2[C@@H]1CCO (some centres not stated) | -14% | 1.8% | i | 6% | -23% | 23% | -16% | 0% | 2% |
| CC(C)OP(=O)(OC(C)C)C(NC(=O)c1cccc([N+](=O)[O-])c1)C(N)=O (configuration not stated) | -1% | -0.8% | i | -3% | 2% | -11% | 0% | 1% | 6% |

Reformatted with two lines to a compound: three of the compounds above
Under each structure: MCF10A rerep, Nrf2 activator, ATXN viability, A549 viability, HepG2 tox, Nrf2 block, TGFb SMAD3 inh, ATXN2 expr inh, EPAC2 antagonist
COc1ccc(-n2c(SCC(=O)Nc3ccccc3)nnc2-c2ccoc2C)cc1
→ 12%, 2.3%, i, 0%, -78%, -25%, -20%, -8%, -4%
O=C(N/C(=C\c1ccc(F)cc1)C(=O)N1CCOCC1)c1ccccc1
→ ?, 0.7%, i, -9%, -3%, 8%, -2%, -27%, 0%
O=C(COc1ccc2c3c(c(=O)oc2c1)CCC3)N1CCN(c2ccccc2)CC1
→ 0%, 0.3%, ?, 4%, -18%, -29%, -24%, 6%, -16%

Compound activity as filed in PubChem.

Not all compounds are listed; count on the stated rates, not on these rows.
